GPR151 ag: activators of human GPR151; activation, % at 11.2 µM; AID 1508602; PathHunter beta-arrestin GPR151 cells, luminescence; actives 1% (n = 650,000); in the data active means activation above about 4.9%;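 further: 0% = median of compound wells and 100% = cells with positive control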
Target sequence (Q8TDV0 whole entry, looked up): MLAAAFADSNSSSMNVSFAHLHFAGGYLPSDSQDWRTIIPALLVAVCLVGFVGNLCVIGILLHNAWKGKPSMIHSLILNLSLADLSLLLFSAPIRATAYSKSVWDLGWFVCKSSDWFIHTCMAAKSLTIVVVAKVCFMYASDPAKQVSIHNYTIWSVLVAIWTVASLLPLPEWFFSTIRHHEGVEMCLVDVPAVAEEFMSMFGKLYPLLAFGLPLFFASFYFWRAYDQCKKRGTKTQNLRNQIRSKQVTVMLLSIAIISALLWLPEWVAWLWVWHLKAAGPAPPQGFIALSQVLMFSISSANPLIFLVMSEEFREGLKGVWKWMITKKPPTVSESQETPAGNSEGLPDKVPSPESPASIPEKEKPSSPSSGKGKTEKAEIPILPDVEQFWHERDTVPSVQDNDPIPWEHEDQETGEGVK
MITF inh: inhibitors of human MITF. actives 0.91% (n = 650,000). inhibition, % at 2.6 µM. O75030. AID 1259374. AlphaScreen MITF homodimerization, bead proximity signal; in the data active means inhibition above about 50%;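 further: 0% = vehicle wells with protein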
FBW7 activator: human FBW7 E3 ligase activation, primary screen; Q969H0; AlphaScreen FBW7–phospho-cyclin E peptide binding, activator screen; normalized activity (activation), % at 26.1 µM; actives 0.13% (n = 650,000); AID 1259310; in the data active means normalized activity above about 1.9%;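 further: purified mutant Fbw7 with reduced substrate affinity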
Target sequence (Q969H0 whole entry, looked up): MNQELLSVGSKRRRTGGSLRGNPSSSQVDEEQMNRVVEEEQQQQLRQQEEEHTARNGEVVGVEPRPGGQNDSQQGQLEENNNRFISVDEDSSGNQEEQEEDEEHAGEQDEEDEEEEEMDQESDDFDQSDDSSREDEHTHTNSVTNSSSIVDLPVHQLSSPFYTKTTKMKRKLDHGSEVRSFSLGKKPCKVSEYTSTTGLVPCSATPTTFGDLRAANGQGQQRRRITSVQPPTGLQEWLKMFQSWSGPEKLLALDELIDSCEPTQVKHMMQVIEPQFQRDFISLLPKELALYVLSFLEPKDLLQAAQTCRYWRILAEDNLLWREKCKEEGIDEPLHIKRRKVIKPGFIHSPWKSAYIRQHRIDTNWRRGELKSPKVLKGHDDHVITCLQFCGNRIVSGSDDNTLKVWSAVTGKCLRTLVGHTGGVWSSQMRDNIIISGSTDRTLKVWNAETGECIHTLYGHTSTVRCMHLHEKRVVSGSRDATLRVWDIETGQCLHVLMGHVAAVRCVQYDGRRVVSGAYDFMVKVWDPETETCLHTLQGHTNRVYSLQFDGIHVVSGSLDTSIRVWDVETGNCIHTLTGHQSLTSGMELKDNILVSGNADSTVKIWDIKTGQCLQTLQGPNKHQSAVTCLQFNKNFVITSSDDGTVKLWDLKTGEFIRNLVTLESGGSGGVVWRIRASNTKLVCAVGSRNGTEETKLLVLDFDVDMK
TEAD-YAP inh: TEAD-YAP interaction inhibition | inhibition, % at 9.12 µM | actives 1.4% (n = 640,000) | AID 1259422 | HEK-TIYL cells, TEAD-Gal4/YAP UAS-luciferase luminescence; in the data active means inhibition above about 32%;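 further: 0% = median of test compound wells and 100% = reference inhibitor wells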
An asterisk follows results filed as active; & = joins results of further samples. Compounds as they come. Share with any hit: about 3.5%.

SMILES	GPR151 ag	MITF inh	FBW7 activator	TEAD-YAP inh
CCCCN(C)CCNC(=O)CN1C(=O)COc2ccc(C(C)(C)C)cc21	0.2	4	-0.1	8
CCCC(=O)Nc1ccc(C(=O)NNC(=O)CCC(=O)O)cc1	2.6	-4	0.0	2
CN(C)/C=C/c1ccc(C#N)cc1[N+](=O)[O-]	0.7	2	0.0	2
CC1CCc2cc(F)ccc2N1C(=O)CSc1ncccn1 (stereo not drawn)	0.8	9	0.0	3
O=C(Nc1ccccc1)OCCOc1ccccc1Cl	-0.5	-5	0.0	-49
CN1C(=O)CC(C(=O)Nc2cccc(Cl)c2)SC1=Nc1ccc(F)cc1 (stereo not drawn)	0.6	-8	0.2	-5
COc1ccc(C=Nc2c[nH]c3ccccc23)c(OC)c1	1.1	-2	0.0	12
CCOCCCNC(=O)Nc1nnc(N2CCCC(C)C2)s1 (stereo not drawn)	0.7	2	0.2	-8
Cc1cc(C(=O)CN2C(=O)C(=O)N(C)C2=O)c(C)n1-c1ccc(Cl)c(Cl)c1	-1.8	7	-0.3	4
Clc1ccc2c(c1)C(c1ccccc1Cl)=Nc1ccc(Cl)cc1C(c1ccccc1Cl)=N2	-0.2	5	0.3	6
CCOc1ccc(/C=C(/C#N)c2ccc(C#N)cc2)cc1OC	-0.3	5	-0.2	4
COC(c1ccccc1)c1nnc(CCC(=O)N2CCN(C3CCCC3)C(=O)C2)o1 (stereo not drawn)	-0.7	10	0.1	1
COc1ccc(C2C(C(=O)N3CCN(c4ccccc4OC)CC3)c3ccccc3C(=O)N2c2ccc(OC)cc2)cc1 (stereo not drawn)	-0.3	3	0.0	34*
Cc1ccc(NC(=O)C2C3NC(=S)N(c4ccc(Br)cc4)C2(C)Oc2ccc(Cl)cc23)c(C)c1 (stereo not drawn)	0.7	1	-0.1	0
Cc1ccc(C(=O)c2cc(Cl)cc(NC(=O)c3cc(Cl)cc(Br)c3O)c2Cl)cc1	-0.2	19	0.0	4
CC1CCc2c(sc(NC(=O)c3ccccc3Br)c2C(=O)Nc2cccc3ccccc23)C1 (stereo not drawn)	0.8	-8	-0.1	-4
CNC(=O)c1ccccc1NC(=O)c1cccc(S(=O)(=O)N2CCC(C)CC2)c1	-0.5	7	0.0	0
CN(C)c1ccc(NC(=O)Cn2c(=O)n(C)c3ncccc32)cc1	1.1	-2	0.2	12
Cc1[nH]nc2c1C(c1ccc3c(c1)OCO3)C(C#N)=C(N)O2 (stereo not drawn)	1.3	6	-0.1	-1
COc1cccc2c1OC1(CCN(C(=O)c3ccc(F)c(F)c3)CC1)OC2	-0.8	14	0.6	14
C=CCn1c(Sc2nc3ccccc3s2)nc2c1c(=O)[nH]c(=O)n2C	0.6	5	0.1	6
O=C(O)CC(NS(=O)(=O)c1cccc2nsnc12)c1ccco1 (stereo not drawn)	0.4	5	0.1	4
COc1ccc(CCNC(=O)c2ccc(N)c([N+](=O)[O-])c2)cc1OC	-0.7	4	-0.1	1
CCOc1ccc(NC(C)C(=O)N/N=C/c2ccc(OCC)c(O)c2)cc1 (stereo not drawn)	2.6	8	0.0	12
Cc1ccc(-c2noc(-c3cccc(Br)c3)n2)cc1	-1.3	2	-0.1	-17

The list continues.
SMILES	GPR151 ag	MITF inh	FBW7 activator	TEAD-YAP inh
COc1ccccc1Oc1coc2cc(OC(=O)c3ccccc3F)ccc2c1=O	-0.8	11	0.4	7
O=C(O)c1cc([N+](=O)[O-])cc2c1-c1ccc([N+](=O)[O-])cc1/C2=N\O	0.2	18	0.2	1
CCOC(=O)c1sc(/N=C/c2ccc(O)cc2O)cc1C	1.4	-14	-0.3	-13
O=C(NCCc1c[nH]c2ccccc12)C1(c2ccccc2)CCOCC1	-0.9	18	0.9	1
Cc1ccc2c(c1)N(Cc1ccc(Cl)s1)C(=O)C(C)O2 (stereo not drawn)	-0.7	16	-0.1	-2
CCc1ccccc1NC(=O)N1CCC(CN2CCCC2)CC1	-0.1	7	1.1	4
O=[N+]([O-])c1ccccc1S(=O)(=O)N1CCCC1	0.3	4	-0.1	-2
COc1ccc(CCNC(=O)Cc2ncn[nH]2)cc1OC	1.7	7	0.1	1
C[C@@H](OCc1ccccc1)[C@@H]1NC(=O)[C@H]2CN(C(=O)c3ccc(F)cc3)CCN2C1=O	-1.0	2	0.1	-10
CC(=O)Oc1ccc(C(=O)Nc2ccc(C(=O)Nc3ccccc3C(=O)O)cc2)cc1	0.9	12	0.0	0
O=C1N/C(=C/c2ccc(F)cc2)C(=O)N1Cc1ccc(F)cc1	0.7	14	0.0	18
CC(C)(C)C(=O)Nc1ccnn1C1CCN(Cc2nccs2)CC1	-1.4	-13	-0.1	0
Cc1ccc(C)c(Cc2c(C)nc3c(C(=O)NC4CCCCC4)cnn3c2C)c1	0.2	-5	-0.2	5
CC(=O)Nc1ccc(S(=O)(=O)Nc2nnc(-c3ccc(F)cc3)s2)cc1	6.7*	0	-0.1	-7
Cc1nc2ccccn2c1C(=O)N1CCOCC1	0.0	12	-0.2	2
CCCC(=O)Nc1nncs1	0.7	-7	0.0	9
Cc1[nH]ncc1C(=O)N1CCC[C@H](C(=O)c2ccc3c(c2)OCO3)C1	-1.1	0	0.2	5
O=C(Nc1ccc(NC(=O)c2cccc([N+](=O)[O-])c2)cc1)c1ccccc1	0.5	6	0.1	5
CN(C)c1cccc(C(=O)NNC(=O)CN2C(=O)C3CC=CCC3C2=O)c1 (stereo not drawn)	2.0	7	0.1	-10
CCN(CC)S(=O)(=O)c1cccc(NC(=O)CC23CC4CC(CC(C4)C2)C3)c1	-1.4	15	0.2	6
COC(=O)C1CCCCN1C(=O)CCc1nnc(CCc2c[nH]c3ccccc23)o1 (stereo not drawn)	1.4	0	-0.2	2
CCN(CC)C(=S)Sc1nc(Nc2ccc(C)cc2C)nc(Nc2ccc(C)cc2C)n1	-1.4	21	1.2	-17
CCc1nc2ccccc2n1CC1CC1(Cl)Cl (stereo not drawn)	-0.2	4	-0.2	-17
CCCCCCOc1ccc(C(=O)O)cc1C#N	-4.5	-8	-0.1	21
O=C(O)c1ccc2ncccc2c1	-0.4	8	0.0	9

No new results follow: an excerpt of the list.
SMILES	GPR151 ag	MITF inh	FBW7 activator	TEAD-YAP inh
O=C(NCCc1c[nH]c2ccccc12)C1(c2ccccc2)CCOCC1	-0.9	18	0.9	1
Cc1ccc2c(c1)N(Cc1ccc(Cl)s1)C(=O)C(C)O2 (stereo not drawn)	-0.7	16	-0.1	-2
CCc1ccccc1NC(=O)N1CCC(CN2CCCC2)CC1	-0.1	7	1.1	4
O=[N+]([O-])c1ccccc1S(=O)(=O)N1CCCC1	0.3	4	-0.1	-2
COc1ccc(CCNC(=O)Cc2ncn[nH]2)cc1OC	1.7	7	0.1	1
C[C@@H](OCc1ccccc1)[C@@H]1NC(=O)[C@H]2CN(C(=O)c3ccc(F)cc3)CCN2C1=O	-1.0	2	0.1	-10
CC(=O)Oc1ccc(C(=O)Nc2ccc(C(=O)Nc3ccccc3C(=O)O)cc2)cc1	0.9	12	0.0	0
O=C1N/C(=C/c2ccc(F)cc2)C(=O)N1Cc1ccc(F)cc1	0.7	14	0.0	18
CC(C)(C)C(=O)Nc1ccnn1C1CCN(Cc2nccs2)CC1	-1.4	-13	-0.1	0
Cc1ccc(C)c(Cc2c(C)nc3c(C(=O)NC4CCCCC4)cnn3c2C)c1	0.2	-5	-0.2	5
CC(=O)Nc1ccc(S(=O)(=O)Nc2nnc(-c3ccc(F)cc3)s2)cc1	6.7*	0	-0.1	-7
Cc1nc2ccccn2c1C(=O)N1CCOCC1	0.0	12	-0.2	2
CCCC(=O)Nc1nncs1	0.7	-7	0.0	9
Cc1[nH]ncc1C(=O)N1CCC[C@H](C(=O)c2ccc3c(c2)OCO3)C1	-1.1	0	0.2	5
O=C(Nc1ccc(NC(=O)c2cccc([N+](=O)[O-])c2)cc1)c1ccccc1	0.5	6	0.1	5
CN(C)c1cccc(C(=O)NNC(=O)CN2C(=O)C3CC=CCC3C2=O)c1 (stereo not drawn)	2.0	7	0.1	-10
CCN(CC)S(=O)(=O)c1cccc(NC(=O)CC23CC4CC(CC(C4)C2)C3)c1	-1.4	15	0.2	6

(listing goes on)
SMILES	GPR151 ag	MITF inh	FBW7 activator	TEAD-YAP inh
CCN(Cc1ccccc1)S(=O)(=O)c1ccc(S(=O)(=O)NCC2CC2)cc1	-1.4	2	-0.1	-2
COc1ccc2oc(=O)c(-c3csc(Nc4ccccc4OC)n3)cc2c1	0.6	-5	0.1	48*
CCn1ncc([N+](=O)[O-])c1C(=O)NCc1ccccc1	-0.5	6	0.0	-1
COc1ccc(N2CCN(c3ncnc4sc(C(=O)N5CCN(c6ccccc6OC)CC5)c(C)c34)CC2)cc1	-0.7	0	-0.1	0
CC1=C(C(=O)OCCOc2ccccc2)C(c2ccccc2F)C2=C(CC(C)(C)CC2=O)N1 (stereo not drawn)	-0.9	3	0.2	8
O=c1nc2n(c3ccccc13)CC(O)=C2c1nc(-c2ccc(Cl)cc2)cs1	-1.3	-22	0.2	3
NC(=O)c1nnc(Cc2ccc(Cl)cc2Cl)o1	-0.6	-2	-0.1	-1
COCCNC1CCN(Cc2cccc(C#N)c2)CC1	-0.4	9	0.1	-7
C=CCNC(=O)c1cc(=O)[nH]c2ccc(S(=O)(=O)N3CCCC3)cc12	2.5	-5	-0.2	-1
COc1ccc(Cl)cc1C(=O)NNC(=O)COc1cccc2c1OC(C)(C)C2	-1.2	0	0.2	1
NS(=O)(=O)c1ccc(CNc2nccn3c(-c4cccc(F)c4)cnc23)cc1	2.2	10	0.8	-1
COCCn1nnnc1CN(Cc1cc2c(C)ccc(C)c2[nH]c1=O)C1CCCC1	-0.3	7	-0.1	-1
CCCNC(=O)c1cncc(-c2ccc(N3CCOCC3)nc2)c1	-0.3	-2	0.1	4
O=C(/C=C/Nc1ccccc1I)c1ccccn1	-4.9	9	0.0	80*
c1ccc(-c2nc3c(c(N4CCOCC4)n2)CN(Cc2cccnc2)CC3)cc1	-1.5	-10	-0.1	-7
O=C1N[C@@H](Cc2cnc[nH]2)C(=O)N2CCN(C(=O)Oc3ccccc3)C[C@H]12	0.3	11	0.2	-2
Cc1nn(C)c(C)c1CCC(=O)Nc1cc2ccccc2oc1=O	-0.1	9	0.2	-23
CCN(CC)c1ccc(CN2CCc3nnc(C(C)C)n3CC2)cc1	0.3	15	0.0	3
CC1CCCCN1C(=O)c1ccc(F)cc1 (stereo not drawn)	-1.4	-7	0.0	-8
COc1cc(NCc2ccoc2)cc(OC)c1	0.8	2	-0.1	3
CC(C)Oc1ccc(CNC(=O)Cn2ncn3cccc3c2=O)cc1	-1.1	5	0.2	-50
CS(=O)(=O)N1CCCC(C(=O)NCc2ccccc2Cl)C1 (stereo not drawn)	-1.7	7	0.9	1
CCOc1ccc(C(=O)C[N+]2=C(C)c3cccn3CC2)cc1	0.5	-2	-0.1	-24
CC(C)(C)NC(=O)C(c1ccncc1)N(C(=O)c1csnn1)c1ccc(Cl)cc1 (stereo not drawn)	0.7	10	-0.1	2
O=C(CSc1nc2sc3c(c2c(=O)n1-c1ccccc1)CCCC3)N1CCN(c2nc3ccccc3s2)CC1	-0.9	21	0.9	5

Going on with the list:
SMILES	GPR151 ag	MITF inh	FBW7 activator	TEAD-YAP inh
O=C(Nc1ccc(Br)c(C(=O)c2ccccc2)c1)c1ccc(S(=O)(=O)N2CCc3ccccc3C2)cc1	0.9	5	-0.2	3
CCOc1ccc(-c2csc(Nc3ccccc3OC)n2)cc1[N+](=O)[O-]	1.1	7	-0.2	-5
Cc1ccc(N2CC(C(=O)Nc3ccc(C)c(C)c3)CC2=O)cc1 (stereo not drawn)	-0.9	3	0.2	15
COc1ccc(OC)c(S(=O)(=O)N2CCC(C(=O)Nc3cccc([N+](=O)[O-])c3)CC2)c1	0.1	1	-0.1	5
N#CC1C(c2ccccc2)C(C#N)(C(=O)c2ccccc2)C2C=Cc3cc(I)ccc3N12 (stereo not drawn)	0.8	-7	0.0	-2
Cc1cc(C)cc(Nc2cc(C)nc3ncnn23)c1	-0.2	7	0.0	10
O=C1NC(=O)C(=Cc2ccc(OCc3ccc(Cl)cc3Cl)cc2)C(=O)N1	-1.6	12	-0.5	-32
C=CCNC(=O)C1CC(=O)N(C2CCCC2)C1 (stereo not drawn)	4.5	-6	-0.2	-7
COc1ccc(S(=O)(=O)N(CCc2ccccc2)CC(=O)Nc2ccccc2Br)cc1	0.6	-19	-0.1	4
O=C(O)c1ccc(NC(=O)C2CC(=O)N(c3ccccc3)C2)cc1O (stereo not drawn)	-1.1	-9	0.0	-6
Clc1ccc(Nc2nnc(Cc3ccncc3)c3ccccc23)cc1	-1.6&0.6	7&5	0.2&0.3	15
O=C(Nc1c2c(nn1-c1ccc(F)cc1)CS(=O)(=O)C2)c1ccc2c(c1)OCO2	1.4	7	0.1	-4
CS(=O)(=O)N1CCN(Cc2ccccc2)CC1C(=O)N1CCCC1 (stereo not drawn)	1.3	-2	-0.1	6
O=C(C1CC(=O)N(CCc2ccccc2)C(=Nc2ccc(F)cc2)S1)N1CCN(c2ccc([N+](=O)[O-])cc2)CC1 (stereo not drawn)	1.0	1	-0.2	10
CCOC(=O)C1CCCCN1C(=O)CCc1c(C)nc2ncnn2c1C (stereo not drawn)	0.7	-4	-0.2	7
Cc1noc(CNC(=O)CSC2CCCC2)n1	1.8	-13	0.4	-2
CC(C)CCNCc1c(C(=O)O)n(Cc2ccccc2Cl)c2ccccc12	1.8	4	0.1	1
N=c1occ(C(=O)c2cc(Br)ccc2O)cc1C(=O)NCC1CCCO1 (stereo not drawn)	0.0	12	0.1	-2
OC(CN1C2=NCCN2c2ccccc21)c1ccc(Br)cc1 (stereo not drawn)	-1.3	13	0.4	4

Screening data from PubChem BioAssay.
